Screening data deposited in PubChem BioAssay by National Center for Advancing Translational Sciences (NCATS).
D2 PAM: positive allosteric modulators of human D2 dopamine receptor; AID 485347; 340,000 compounds, 0.34% hits; potentiation, % at 10 µM; HEK293 T-REx D2, calcium flux, EC20 dopamine potentiation;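 active means potentiation over 3 SD above the plate norm, cut at about 30% in these data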; further: 0% is about no effect
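Tetracycline-induced Hek293 Trex D2 cells, force-coupled to calcium, loaded with no-wash calcium dye. Compound added with 180 s kinetic read for agonism, then EC20 dopamine and a further 180 s read for potentiation.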
RXFP1 ag: agonists of human relaxin receptor RXFP1; AID 2676; Potency, µM (doses to about 57.5 µM), without a hit: at the top dose activation, usual class: activators; Q9HBX9; HEK293T-RXFP1 cAMP TR-FRET, 30 min; response scale: percent of porcine relaxin response, buffer zero; 370,000 compounds, 0.3% hits; further: potency means the concentration at half of the fitted maximal effect; on the % scale 0 is the no-effect control and ±100 the full control effect; nearly all actives have a fitted effect of over 60% in size; many of its hits are not listed in these tables
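cAMP rise read by TR-FRET after 30 min, 37C compound exposure (up to 58 uM) in RXFP1-transfected HEK293 cells with Ro 20174 present. EC50 from Hill-equation fits, with 29 nM porcine relaxin as 100% and buffer as basal.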
Vif-APOBEC3F blk: inhibitors of Vif-A3F interaction; HeLa A3F-eYFP + Vif (tagged APOBEC3F with the HIV-1 protein that degrades it), YFP fluorescence increase; Potency, µM (series often up to 46.1 µM), without a hit: top-dose activity, negative = active; 390,000 compounds, 0.2% hits; AID 602313; further: potency means the concentration at half of the fitted maximal effect; % of control where 0% means no effect; nearly all actives have a fitted effect of over 65% in size
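HeLa cells stably expressing A3F-eYFP plus Vif, plated and incubated overnight at 37 deg C, then exposed to compounds overnight at 37 deg C. Blocked degradation read as raised yellow fluorescence (Ex 488/Em 500-530).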
D1 antagonist: human D1 dopamine receptor antagonism | activity change, negative = inhibition, % at 10 µM | P21728 | 360,000 compounds, 3.2% hits | HEK293 TREx D1 cells, calcium flux, dopamine EC80; active compounds read low; in the data active means activity change below about -30%; further: on the % scale 0 is the no-effect control and ±100 the full control effect
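Compound effects on dopamine-evoked calcium signalling were measured in tetracycline-induced HEK293 Trex D1 cells. Dopamine at EC80 followed a 180 s compound pre-read, and fluorescence was tracked kinetically for 180 s more.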
GRP78 ERSR act: ER stress response induction in glioma. U87-MG GRP78 promoter luciferase reporter, 16 h. Potency, µM, inactives show at the top dose activation, most hits filed as activators. 420,000 compounds, 0.02% hits; further: potency means the concentration at half of the fitted maximal effect; series mostly up to about 76 µM; % of control where 0% means no effect; nearly all actives have a fitted effect of over 35% in size
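ERSR induction read as luciferase luminescence (Bright-Glo, 10 min at room temperature) in stably transfected human U87-MG glioma cells exposed to compounds for 16 h, using GRP78 as sensor.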
D1 potentiator: human D1 dopamine receptor positive modulation | HEK293 TREx D1 cells, calcium flux, dopamine EC20 potentiation | 360,000 compounds, 0.036% hits | P21728 | potentiation, % at 10 µM; in the data active means potentiation above about 30%; further: 0% is about no effect
D1 ag: activates the human D1 dopamine receptor; P21728; HEK293 T-REx D1 cells, calcium flux, agonist mode; activation, % at 2 µM; 360,000 compounds, 1% hits; in the data active means activation above about 30%; further: 0% is about no effect
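Inducible HEK293 T-REx D1 cells, force-coupled to calcium signalling, were plated at 4000 cells/well with tetracycline and held overnight at 30 C. After no-wash calcium dye loading, compound-evoked calcium rise over 180 s flagged agonists.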
LDHA inh: inhibitors of human lactate dehydrogenase A; purified LDHA, NADH/diaphorase-resazurin fluorescence; active compounds read low; P00338; 480,000 compounds, 0.15% hits; activity change, % (values are at about 110 or 230 µM); in the data active means activity change below about -30%;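 further: plate controls were DMSO wells for no effect and wells without enzyme for full effect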
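Human LDH5 (2 nM) was incubated with 0.06 mM NADH and 0.2 mM pyruvate for 5 min at room temperature in Tris pH 7.4. Remaining NADH was coupled through diaphorase/resazurin, and resorufin fluorescence was read at 0 and 20 min.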
Vif-APOBEC3G blk: blocks the Vif interaction with human APOBEC3G | HeLa A3G-eYFP + Vif (tagged APOBEC3G with the HIV-1 protein that degrades it), YFP fluorescence, overnight | Potency, µM (highest dose often 46.1 µM), for the others: top-dose activity, negative = active, usual class: inhibitors | 410,000 compounds, 0.076% hits;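 further: potency means the concentration at half of the fitted maximal effect; on the % scale 0 is the no-effect control and ±100 the full control effect; nearly all actives have a fitted effect of over 60% in size; hits raise eYFP signal because A3G escapes Vif-driven loss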
Target sequence (Q9HC16 whole entry, looked up): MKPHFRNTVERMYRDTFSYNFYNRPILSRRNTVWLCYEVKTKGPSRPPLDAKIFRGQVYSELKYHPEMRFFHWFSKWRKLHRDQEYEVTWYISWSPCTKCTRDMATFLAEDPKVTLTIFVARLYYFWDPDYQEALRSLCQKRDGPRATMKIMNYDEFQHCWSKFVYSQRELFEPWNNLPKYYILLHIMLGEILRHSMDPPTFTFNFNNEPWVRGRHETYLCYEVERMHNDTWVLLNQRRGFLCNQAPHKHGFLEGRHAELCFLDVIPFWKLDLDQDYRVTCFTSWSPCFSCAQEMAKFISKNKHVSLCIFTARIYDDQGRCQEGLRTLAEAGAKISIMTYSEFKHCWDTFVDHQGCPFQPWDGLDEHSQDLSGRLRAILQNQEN
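HeLa cells stably expressing Vif and C-terminally eYFP-tagged A3G, seeded overnight at 37 deg C, then exposed to compound by pintool overnight at 37 deg C. Rise in yellow fluorescence (Ex 488/Em 500-530, Acumen) marks blocked Vif-driven A3G degradation.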
An asterisk follows results filed as active; / = not tested or not shown; & = joins results of further samples. Unless noted, the call rests on the fitted dose curve; in most records, active means well fitted curve in the direction sought with a large enough effect; inconclusive means small, poorly fitted or top-dose-only effect, or another doubt; inactive means no such curve, though single readings can be large; an effect the other way counts as inactive or inconclusive. This is a subset; rates above refer to the full screens.

1: COc1ccc2c(C)nc(Nc3nc(-c4ccccc4)cc(=O)[nH]3)nc2c1
2: CC(C)(C)c1ccc(OCC(=O)N2CCN(C=O)CC2)cc1
3: CCOc1c2ccc(C(=O)NCc3ccco3)cc2nn1CC
4: CCc1nc(N2CCC3(CC2)OCCO3)c2nnn(Cc3ccccc3Cl)c2n1
5: CCOC(=O)C1(Cc2cccc(OC)c2)CCCN(C(=O)c2cc(C)on2)C1 (centres undefined)
6: CC(C)c1ccc(N=c2c([N+](=O)[O-])nn(-c3ccc4c(c3)OCCO4)n2O)cc1
7: O=C(Nc1ccc(Cl)cc1)N1CCCN(c2ccc(C(F)(F)F)cc2[N+](=O)[O-])CC1
8: COc1ccc(NC(=O)CCCNC(=O)Cn2cnc3sc(C)c(C)c3c2=O)cc1OC

assay / entry,1,2,3,4,5,6,7,8
D2 PAM,11.9,-2.2,-3.1,34.0*,-16.9,-2.7,13.7,-5.6
RXFP1 ag,0.4%,1.2%,0.5%,0.0%,-1.3%,2.6%,1.3%,4.2%
Vif-APOBEC3F blk,8.9%,7.6%,-0.1%,-4.1%,-6.3%,-13.5%,5.1%,-3.8%
D1 antagonist,3.8,-17.9,-2.7,3.7,4.2,-2.6,-27.9,7.8
GRP78 ERSR act,-6.2%,0.4%,-2.0%,-4.4%,2.3%,-1.2%,-4.1%,-1.0%
D1 potentiator,-0.7,-12.9,0.6,-1.1,-8.6,-3.1,-8.4,-3.1
D1 ag,1.8,3.5,1.4,0.2,5.5,-0.8,10.0,1.9
LDHA inh,-7.7&-0.8,-2.7,4.8,-5.6,-4.2,7.1,-1.2,-0.2
Vif-APOBEC3G blk,-6.8%,1.0%,-4.2%,5.0%,-3.1%,-11.2%,-5.1%,0.2%

9: CCOc1ccc(CCNC(=O)c2cnc3c(-c4ccc(F)cc4)c(C)nn3c2C)cc1OCC
10: COc1c(C)cc(C(=O)C2CCCN(C(=O)c3cccc(F)c3)C2)cc1C (centres undefined)
11: COC(=O)CCC(NC(=O)OCc1ccccc1)C(=O)NC(CC(C)C)C(=O)OC (centres undefined)
12: COc1ccc2c(c1OC)C(=O)N1C2SC(C)(C)[C@H]1C(=O)NC1CCCC1 (some centres undefined)
13: O=C(NCCCN1CCOCC1)c1cccc(S(=O)(=O)NCc2ccccc2)c1
14: COC(=O)c1ccc(-n2nnc(-c3nsc(NC(=O)c4ccc(Cl)cc4)n3)c2C)cc1
15: CCN(C(=O)COc1ncnc2sccc12)c1ccccc1
16: CCOC(=O)c1c(CSCc2ccccc2)oc2ccc(O)c(CN(C)C)c12
17: COc1ccccc1CCN=C(N)NS(=O)(=O)c1ccccc1
18: COCCNS(=O)(=O)c1cc(-c2nn(C)c(=O)c3ccccc23)ccc1C

assay / entry,9,10,11,12,13,14,15,16,17,18
D2 PAM,/,19.8,-2.3,-4.9,21.8,1.9,-0.7,-7.0,6.6,-4.4
RXFP1 ag,0.9%,-0.3%,0.7%,1.7%,-1.1%,6.5%,3.1%,-0.4%,-1.1%,4.3%
Vif-APOBEC3F blk,-0.9%,-3.5%,2.8%,4.6%,-6.6%,3.6%,-7.4%,2.0%,0.3%,-4.4%
D1 antagonist,13.0,17.5,3.1,-5.4,2.8,-55.4*,-12.9,1.3,-1.5,-1.0
GRP78 ERSR act,-3.3%,-0.8%,-2.0%,-1.4%,-1.8%,-0.8%,-0.3%,1.6%,-1.3%,-4.2%
D1 potentiator,-3.9,-1.6,-6.0,0.9,-1.1,1.1,4.6,-2.7,-2.3,0.6
D1 ag,2.9,0.4,0.6,-0.5,1.2,2.6,1.4,36.3*,8.6,-0.2
LDHA inh,-1.9,0.2,-8.4,-7.0,-4.6,-4.8,-6.7,4.4,-9.2,-4.2&-7.8
Vif-APOBEC3G blk,1.2%,-2.5%,1.6%,1.4%,-1.2%,-7.9%,-0.8%,6.3%,-0.4%,-5.1%

Part of the list above in order of molecular weight, falling:
9: CCOc1ccc(CCNC(=O)c2cnc3c(-c4ccc(F)cc4)c(C)nn3c2C)cc1OCC
8: COc1ccc(NC(=O)CCCNC(=O)Cn2cnc3sc(C)c(C)c3c2=O)cc1OC
14: COC(=O)c1ccc(-n2nnc(-c3nsc(NC(=O)c4ccc(Cl)cc4)n3)c2C)cc1
11: COC(=O)CCC(NC(=O)OCc1ccccc1)C(=O)NC(CC(C)C)C(=O)OC (centres undefined)
12: COc1ccc2c(c1OC)C(=O)N1C2SC(C)(C)[C@H]1C(=O)NC1CCCC1 (some centres undefined)
10: COc1c(C)cc(C(=O)C2CCCN(C(=O)c3cccc(F)c3)C2)cc1C (centres undefined)
1: COc1ccc2c(C)nc(Nc3nc(-c4ccccc4)cc(=O)[nH]3)nc2c1
15: CCN(C(=O)COc1ncnc2sccc12)c1ccccc1
2: CC(C)(C)c1ccc(OCC(=O)N2CCN(C=O)CC2)cc1

assay / entry,9,8,14,11,12,10,1,15,2
D2 PAM,/,-5.6,1.9,-2.3,-4.9,19.8,11.9,-0.7,-2.2
RXFP1 ag,0.9%,4.2%,6.5%,0.7%,1.7%,-0.3%,0.4%,3.1%,1.2%
Vif-APOBEC3F blk,-0.9%,-3.8%,3.6%,2.8%,4.6%,-3.5%,8.9%,-7.4%,7.6%
D1 antagonist,13.0,7.8,-55.4*,3.1,-5.4,17.5,3.8,-12.9,-17.9
GRP78 ERSR act,-3.3%,-1.0%,-0.8%,-2.0%,-1.4%,-0.8%,-6.2%,-0.3%,0.4%
D1 potentiator,-3.9,-3.1,1.1,-6.0,0.9,-1.6,-0.7,4.6,-12.9
D1 ag,2.9,1.9,2.6,0.6,-0.5,0.4,1.8,1.4,3.5
LDHA inh,-1.9,-0.2,-4.8,-8.4,-7.0,0.2,-7.7&-0.8,-6.7,-2.7
Vif-APOBEC3G blk,1.2%,0.2%,-7.9%,1.6%,1.4%,-2.5%,-6.8%,-0.8%,1.0%
